TRPV1 agonist – human TRPV1 agonism; TRPV1-expressing cells, Fluo-8 calcium influx, agonist mode; activation, % at 8.33 µM; 320,000 compounds, 0.19% hits; AID 540275; in the data active means activation above about 80%; inconclusive means between about 30% and that limit; further: 0% is about no effect
Target sequence (Q8NER1 whole entry, looked up): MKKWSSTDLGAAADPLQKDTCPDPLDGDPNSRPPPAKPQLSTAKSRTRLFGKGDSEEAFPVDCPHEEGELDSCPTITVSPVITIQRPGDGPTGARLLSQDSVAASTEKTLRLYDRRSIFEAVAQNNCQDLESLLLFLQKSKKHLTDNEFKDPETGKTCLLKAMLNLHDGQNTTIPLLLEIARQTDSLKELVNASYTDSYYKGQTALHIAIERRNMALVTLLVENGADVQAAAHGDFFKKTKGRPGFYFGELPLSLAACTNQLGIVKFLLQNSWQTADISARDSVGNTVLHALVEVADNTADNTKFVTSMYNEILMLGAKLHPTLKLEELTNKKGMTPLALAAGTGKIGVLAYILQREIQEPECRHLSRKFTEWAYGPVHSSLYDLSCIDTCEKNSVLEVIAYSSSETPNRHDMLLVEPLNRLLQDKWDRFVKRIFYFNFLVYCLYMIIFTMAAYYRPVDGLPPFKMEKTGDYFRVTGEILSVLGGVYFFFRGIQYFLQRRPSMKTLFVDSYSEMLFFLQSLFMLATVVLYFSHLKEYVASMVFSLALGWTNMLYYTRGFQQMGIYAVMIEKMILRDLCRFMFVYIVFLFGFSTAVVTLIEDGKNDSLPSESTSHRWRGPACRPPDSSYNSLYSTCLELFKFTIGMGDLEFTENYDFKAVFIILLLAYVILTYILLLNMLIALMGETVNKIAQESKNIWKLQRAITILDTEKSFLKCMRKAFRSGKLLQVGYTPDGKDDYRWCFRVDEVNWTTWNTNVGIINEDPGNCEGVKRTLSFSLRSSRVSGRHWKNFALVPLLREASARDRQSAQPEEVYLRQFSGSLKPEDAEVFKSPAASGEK
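Cells expressing TRPV1 were dye-loaded with Fluo-8 and read kinetically: 10 s baseline, 3 min after compound (agonist portion), then 2 min after EC20 capsaicin (allosteric enhancer portion). Calcium-bound dye fluorescence at 480/520 nm.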
BRCA1 expr act – increases BRCA1 expression | MCF7-BRCA1-FFLuc reporter, luminescence, 48 h; response scale: scaled: vehicle 0%, 10 µM genistein 100% | Potency, µM (titrated, usually from 46.1 µM), inactives show at the top dose activation, most hits filed as activators | 380,000 compounds, 1.1% hits | AID 624202; further: potency means the concentration at half of the fitted maximal effect; nearly all actives have a fitted effect of over 80% in size; some results filed as inactive show a strong effect at the top dose
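Reporter cells (MCF7, BRCA1 promoter-firefly luciferase) received library compounds across a concentration series for 48 h. End-point luminescence was measured and concentration-effect curves derived after normalization.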
Tb PFK block – inhibitors of T. brucei phosphofructokinase | O15648 | T. brucei PFK, ADP-Glo luminescence | 330,000 compounds, 0.17% hits | AID 485367 | Potency, µM (doses to about 57.5 µM), inactives show at the top dose activity, negative = inhibition, hits mostly inhibitors;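 further: potency means the concentration at half of the fitted maximal effect; 0% = uninhibited 1x PFK enzyme wells and -100% = no-enzyme wells; nearly all actives have a fitted effect of over 60% in size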
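In TEA buffer at pH 8.0 with 5 mM MgCl2, enzyme (1.25 nM) converted F6P (0.5 mM) and ATP (0.1 mM) for 45 min at room temperature. ADP product was read by luciferase luminescence.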
ELG1 repair inh – ELG1-dependent DNA repair inhibition; HEK293T ELG1-luciferase reporter, luminescence, 16 h; DNA damage induced by 5-fluorouridine; Potency, µM (highest dose often 46.1 µM), without a hit: top-dose activity change, negative = inhibition, hits mostly inhibitors; 330,000 compounds, 2.3% hits; further: potency means the concentration at half of the fitted maximal effect; on the % scale 0 is the no-effect control and ±100 the full control effect; nearly all actives have a fitted effect of over 55% in size
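In this reporter screen, reduction of luminescence relative to DMSO vehicle indicated activity. Compounds and 5-fluorouridine were added together to 2,000 cells per well, incubated for 16 hr at 37 °C, then developed with ONE-Glo.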
ELG1 genotoxic – induces genotoxicity in HEK293T cells with luciferase-tagged ELG1. Potency, µM (top dose mostly 46 µM), for inactives: at the highest dose activity change, positive = activation, most hits filed as activators. 330,000 compounds, 1.3% hits. HEK293T ELG1-luciferase reporter, luminescence, 16 h; further: potency means the concentration at half of the fitted maximal effect; % of control where 0% means no effect; nearly all actives have a fitted effect of over 60% in size
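Screening used a luciferase reporter fused to human ELG1 in HEK293T cells. Luminescence was read on a CCD plate imager after 16 hr exposure and 30 min ONE-Glo incubation.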
Rab9 prom act – Rab9 promoter activation | Huh7 Rab9 promoter-luciferase reporter, luminescence, 24 h | Potency, µM (series often up to 9.22 µM), inactives show top-dose activation, negative = inhibition, usual class: activators | 320,000 compounds, 2.8% hits | AID 485297; further: potency means the concentration at half of the fitted maximal effect; % of control where 0% means no effect; nearly all actives have a fitted effect of over 60% in size
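Luminescence read-out: Huh7 cells stably expressing Rab9-luciferase, treated 24 h with compound at 37 °C, then lysed with luciferase reagent for 10 min at ambient before reading.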
VP16 counter – counter-screen for ROR gamma inhibitors: Gal4-VP16 reporter. Drosophila S2 Gal4-VP16 UAS-luciferase, luminescence, 20 h. Potency, µM (series often up to 53.6 µM), for the others: at the top dose activity, negative = inhibition, usual class: inhibitors. 310,000 compounds, 3.5% hits;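 further: Gal4-VP16 expression switched on by copper sulfate through the metallothionein promoter; potency means the concentration at half of the fitted maximal effect; on the % scale 0 is the no-effect control and ±100 the full control effect; nearly all actives have a fitted effect of over 50% in size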
FLuc modulator – counter-screen for miR-21 project: firefly luciferase inhibitors or activators; AID 588342; P08659; 360,000 compounds, 6.9% hits; Potency, µM (highest dose often 57.5 µM), without a hit: top-dose activity change, negative = inhibition, most hits filed as inhibitors; purified FLuc, Km substrates, luminescence inhibition;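 further: potency means the concentration at half of the fitted maximal effect; plate controls were vehicle for no effect and reference inhibitor for full effect; nearly all actives have a fitted effect of over 55% in size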
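Purified P. pyralis luciferase, 10 nM final, with Km-level 10 uM D-luciferin and 10 uM ATP in 50 mM Tris acetate pH 7.5, 10 mM Mg acetate, 0.01% Tween-20, 0.05% BSA; 6-point qHTS titration about 60 µM downward; luminescence read.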
p53 reactivator – mutant p53 re-activation in reporter cells | H1299 p53-A138V BP100-luciferase reporter, luminescence, 24 h | Potency, µM (highest dose often 92.2 µM), for the others: top-dose activity change, positive = activation, usual class: activators | 320,000 compounds, 0.063% hits | AID 504706; further: potency means the concentration at half of the fitted maximal effect; % of control where 0% means no effect; nearly all actives have a fitted effect of over 45% in size
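H1299 (p53-null), stable ts p53-A138V + BP100-Luc; 1000 cells/well, Opti-MEM/10% FBS; cpd 4 pt, 1:5; 24 h, 37 deg C, 5% CO2; detection reagent 10 min RT; luminescence.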
NPC1 promoter act – activates the NPC1 promoter; 320,000 compounds, 2.4% hits; Potency, µM (doses to about 9.22 µM), inactives show at the highest dose activation, actives largely listed as activators; Huh7 NPC1 promoter luciferase reporter, 24 h; AID 485313;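 further: potency means the concentration at half of the fitted maximal effect; % of control where 0% means no effect; nearly all actives have a fitted effect of over 60% in size; reporter is driven by a mutant NPC1 promoter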
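Stable NPC1-promoter luciferase Huh7 line; cpd (DMSO) 24 h, 37 °C, 5% CO2; Amplite luciferase reagent 10 min RT; luminescence readout. qHTS format.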
RORg inh – ROR gamma (mouse) transcription inhibition. Drosophila S2 Gal4-RORgamma UAS-luciferase reporter, 20 h. Potency, µM (doses to about 53.6 µM), for the others: top-dose activity change, negative = inhibition, actives largely listed as inhibitors. 310,000 compounds, 5.4% hits. AID 2551; further: potency means the concentration at half of the fitted maximal effect; on the % scale 0 is the no-effect control and ±100 the full control effect; nearly all actives have a fitted effect of over 60% in size
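Drosophila S2 cells stably expressing Gal4-DBD/mouse RORγ fusion under metallothionein promoter plus UAS-luciferase; compound 1 h, then 700 uM CuSO4 induction for 20 h at ambient temperature; inhibition read as reduced luminescence.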
Numbers without * were called inactive; u = inconclusive; x = not tested or not shown; & = joins results of further samples; [ ] = another dose, or the depositor's remark. Unless noted, the call rests on the fitted dose curve; in most records, active means well fitted curve in the direction sought with a large enough effect; inconclusive means small, poorly fitted or top-dose-only effect, or another doubt; inactive means no such curve, though single readings can be large; an effect the other way counts as inactive or inconclusive.

SMILES	TRPV1 agonist	BRCA1 expr act	Tb PFK block	ELG1 repair inh	ELG1 genotoxic	Rab9 prom act	VP16 counter	FLuc modulator	p53 reactivator	NPC1 promoter act	RORg inh
CC(C)c1c(O)nc(SCCC(=O)O)[nH]c1=O	0	-1%	-2%	-1%	4%	11%	-9%	2%	1%	1%	3%
O=C(NC1CCCCC1)c1cc(-c2ccco2)on1	8	u	2%	u	u	1.6µM*	3%	6µM*	u	2.5µM*	-9%
Cc1ccc(-n2c(C)nnc2SCC(=O)N2CCOCC2)cc1	1	2%	-4%	u	2%	-2%	-21%	1%	7%	-5%	-4%
COc1ccc(-c2sccc2C(C)C(=O)O)cc1 (centres undefined)	1	-19%	3%	8%	0%	-2%	6%	1%	8%	-5%	3%
CCc1nc2ccccc2n1Cc1cc(=O)n2cc(C)ccc2n1	1	-9%	-4%	0%	2%	4%	17%	3%	-1%	2%	-16%
O=C(Nc1ccc(S(=O)(=O)Nc2ncccn2)cc1)c1ccccc1Br	1	0%	3%	2%	2%	3%	18%	3%	x	-4%	u
Cc1cccc(C(=O)N/N=C2\CS(=O)(=O)N(C)c3ccsc32)c1	-1	-29%	-3%	u	-8%	0%	-26%	u	1%	-1%	u
CCCC(=O)Nc1cc(OC)c(C(=O)OC)cc1Cl	2	-7%	-1%	12%	-1%	-3%	2%	5%	-5%	0%	-4%
CCOc1ccc(Cn2c(=O)sc3ccccc32)cc1	11	1%	-2%	-5%	0%	-7%	4%	1%&2%	-7%	-2%	19%
O=C(O)C1Cc2ccccc2CN1C(=O)c1ccco1 (centres undefined)	2	6%	-1%	u	2%	2%	6%	-10%	11%	4%	2%
CCC(C)Sc1ccc([C@@H]2[C@@H]3C(=O)N(C)C(=O)[C@@H]3[C@]3(C(=O)OC)CCCCN23)cc1OC (some centres undefined)	11	-22%	-13%	-3%	-4%	-1%	x	1%	3%	-5%	x
COC1CCN(Cc2cn(Cc3ccccc3)nc2-c2cc3ccccc3o2)CC1	3	3%	2%	21µM*	-5%	2%	-13%	-2%	-6%	0%	-2%
C=CCn1c(SCc2c(C)noc2C)nnc1C1COc2ccccc2O1 (centres undefined)	6	-37%	1%	-11%	-2%	0%	8%	0%	-5%	2%	-16%
COc1cccc2cc(-c3csc(NC(=O)CCC(=O)NCCCN4CCC(C)CC4)n3)c(=O)oc12	7	u	-12%	u	u	0.71µM*	u	9.5µM*	18%	1.4µM*	u
Cc1ccc(NS(=O)(=O)c2ccc(C(=O)NCC(c3ccco3)N3CCCCC3)cc2)cc1 (centres undefined)	-2	-42%	0%	-12%	-8%	-2%	x	0%	2%	-4%	x
Cc1cc(=O)oc2cc(NC(=O)C(C)Oc3ccccc3)ccc12 (centres undefined)	-4	10%	-4%	u	4%	-3%	x	-5%	6%	3%	x
Cn1c(-c2ccc(F)c(F)c2)cc2onc(-c3ccccc3)c2c1=O	1	u	0%	u	2.3µM*	1.1µM*	x	1.3µM*	28%	0.79µM*	x
CCOC(=O)c1c(N)ssc1=S	-2&-1	0%	u	u	-5%&-6%	5%&-5%	10%&-7%	-6%	u	-4%&-4%	u
CCOc1ccc(-c2nnc(-c3ccncc3)o2)cc1	-2	u	16%	u	20%	1.6µM*	u	9.5µM*	4%	1.8µM*	13µM*
CN(C)S(=O)(=O)c1ccc(Cl)c(C(=O)OCC(=O)NC(=O)NC2CCCC2)c1	3	-6%	0%	12%	-1%	-6%	x	-2%	10%	-7%	x
CC(C)[C@H]1COCCS(=O)(=O)N1Cc1ccccc1-c1cccc2c1oc1ccccc12	x	-35%	2%	-9%	1%	x	x	x	7%	x	x
Cc1c(NC(=O)C2(C)CCCCC2)c(=O)n(-c2ccccc2)n1C	-1	10%	-3%	1%	-3%	2%	4%	1%	7%	-4%	-3%
CCOC(=O)C1CCN(C(=O)c2cc(S(=O)(=O)N3CCc4ccccc43)ccc2OC)CC1	5	-9%	10%	8%	-1%	-1%	x	3%	-1%	-5%	x
O=C(c1ccc2c(=O)n(Cc3ccc(Cl)cc3)c(=S)[nH]c2c1)N1CCOCC1	2	-19%	-3%	u	3%	-4%	7.1µM*	u	3%	-8%	4µM*
COc1ccccc1Nc1nc(NCCO)nc(N)c1[N+](=O)[O-]	2	-21%	13%	-24%	-5%	-9%	-2%	2%	-2%	-6%	-16%
COCc1ccc(-c2c(-c3ccsc3)sc3ccccc23)cc1	11	0%	7%	10%	1%	-2%	x	-10%	6%	0%	x
Cc1ccc(S(=O)(=O)N2CCN(C(=O)CN3C(=O)NC4(CCOc5ccccc54)C3=O)CC2)cc1 (centres undefined)	0	-5%	1%	-2%	-1%	-1%	-4%	6%	-3%	-3%	9%
CN(CC(=O)Nc1ccc(N2CCOCC2)cc1)CC(=O)Nc1ccc(C(F)(F)F)cc1	8	-36%	-8%	-13%	15%	-1%	-9%[10 µM]	0%	-2%	-3%	u
O=c1[nH]c(CSc2ccccc2)nc2c1oc1ccccc12	5	1%	-7%	-3%	4%	10%	-3%	-1%	-2%	-3%	-24%
O=C(Cn1c(=O)oc2ccccc21)Nc1nc(-c2ccccc2)cs1	u	18%	-6%	8%	23%	-2%	-7%[0.365 µM]	2%	2%	0%	u
O=C(COC(=O)/C=C/c1ccccc1[N+](=O)[O-])NCc1ccco1	x	1%	0%	0%	2%	x	x	x	2%	x	x
CCc1nnc(NC(=O)C2CCN(c3nccc(C)n3)CC2)s1	4	-12%	-9%	1%	-1%	-2%	0%	3%	-3%	-2%	0%
Nc1nonc1-n1nnc(C(=O)N/N=C/c2ccc(OCc3ccccc3)cc2)c1CN1CCCCC1	6	76%	-3%	u	-5%	-2%	-1%	1%	u	-3%	2%
CCN(C(=O)CN1CCN(c2ccccc2OC)CC1)c1c(N)n(Cc2ccccc2)c(=O)[nH]c1=O	-1	-3%	5%	5%	-1%	2%	x	0%	9%	-1%	u
Cc1cccc(C(=O)NCC(=O)OCC(=O)N2CCN(S(=O)(=O)c3ccc(C)cc3C)CC2)c1	-3	-26%	-4%	5%	2%	-4%	x	x	-5%	-1%	x
Cc1ccc(-c2noc(/C=C/c3ccccc3)n2)cc1	-1	u	9%	u	19%	u	-1%	9.5µM*	4%	u	-20%
Cc1cccc(C)c1NC(=O)CN1CCN(C(=O)CNC(=O)c2ccc(N3CCCC3=O)cc2)CC1	2	-17%	-1%	5%	1%	-3%	x	-1%	2%	-3%	x
O=C1CCC(C(=O)OCC(=O)N2N=C3/C(=C/c4ccccc4)CCCC3C2c2ccccc2)N1 (centres undefined)	0	-74%[inhibitor]	-3%	-21%	-3%	-10%	-1%	2%	3%	1%	39%
CCOC(=O)CCCNC(=O)COC(=O)c1cccc(C)c1O	11	-7%	-3%	-1%	1%	-4%	7%	0%	7%	4%	18%
Cc1ccc(NC(=O)NC2CCCCC2)cc1S(=O)(=O)N1CCOCC1	12	-17%	1%	u	0%	-8%	5%	-17%	-2%	-2%	-9%
CCOC(=O)c1c(C)oc2c1c(C(c1cccnc1)N1CCCCC1)c(O)c1ccccc12 (centres undefined)	u	-1%	-1%	u	u	-5%	-13%	-10%	u	8%	u
C/C(=N\NC(=O)c1ccccc1)c1nc2ccccc2n1C	2	3%	2%	-22%	u	-10%	3.2µM*	-20%	11%	-5%	1.6µM*
Cc1oc(-c2cccc(Cl)c2)nc1CS(=O)(=O)CC(=O)NCCN1CCCC1	-3	-13%	0%	20%	2%	0%	5%	-2%	x	6%	-24%
Cc1cc(C)n(CCN(C)C(=O)CCc2nnc(-c3ccc4c(c3)OCO4)o2)n1	1	8%	-1%	5%	2%	0%	4%	-8%	0%	-5%	-2%
Cn1c(=O)[nH]c(=O)c2c1nc(Br)n2CC(O)COc1ccc(Cl)cc1 (centres undefined)	1	-64%	-2%	-17%	1%	-10%	-1%	-1%	2%	-9%	17%

Bioassay records as filed in PubChem BioAssay.

An unsorted share of the library (roughly 15% active in at least one column).
